Screens deposited in PubChem BioAssay by National Center for Advancing Translational Sciences (NCATS).
AmpC inh detg: AmpC beta-lactamase inhibition with detergent present; AmpC hydrolysis of nitrocefin, absorbance 480 nm, 0.01% Triton; 0.041% of 370,000 active; Potency, µM (highest dose often 114 µM), inactives show at the highest dose activity change, negative = inhibition, usual class: inhibitors;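 further: potency means the concentration at half of the fitted maximal effect; 0% = no-compound wells and -100% = no-enzyme wells; nearly all actives have a fitted effect of over 25% in size; some results filed as inactive show a strong effect at the top dose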
Target sequence (P00811 whole entry, looked up): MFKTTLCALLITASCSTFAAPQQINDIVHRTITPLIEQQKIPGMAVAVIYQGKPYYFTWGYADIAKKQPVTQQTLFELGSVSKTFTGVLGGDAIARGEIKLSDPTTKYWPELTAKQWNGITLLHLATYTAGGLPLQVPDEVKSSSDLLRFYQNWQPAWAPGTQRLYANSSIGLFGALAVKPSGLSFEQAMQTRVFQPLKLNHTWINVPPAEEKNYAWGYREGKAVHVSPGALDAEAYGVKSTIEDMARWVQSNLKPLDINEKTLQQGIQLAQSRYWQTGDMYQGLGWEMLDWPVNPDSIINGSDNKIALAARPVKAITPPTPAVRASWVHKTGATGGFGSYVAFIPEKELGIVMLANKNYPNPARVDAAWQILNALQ
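20 mM phosphate pH 7.0 + 0.01% (detergent screen) or 0.0001% Triton X-100; 5.3 nM AmpC reagent; cpd preinc 15 min RT; nitrocefin (800 uM stock) to start; A480 q20 s × 4 min; Activity was normalised to no-enzyme and no-compound control wells.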
HCMV inh: inhibitors of human cytomegalovirus; HFF cells, HCMV-luciferase reporter, 72 h; stronger effect = lower value; activity change, negative = inhibition, % at 57.5 µM; 4.5% of 410,000 active; AID 1259415; in the data active means activity change below about -60%; inconclusive means no clear call, values can overlap the other calls; inactive means above about -39%
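Compounds were evaluated in HFFs infected with an HCMV luciferase reporter virus (MOI 1 PFU/cell). Luciferase in lysates collected 72 h post infection served as the replication measure.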
AMA1 RON2 block: inhibitors of Plasmodium falciparum AMA1-RON2 interaction. AlphaScreen AMA1-biotinylated RON2 peptide binding. Potency, µM (doses to about 58.2 µM), inactives show at the highest dose activity change, negative = inhibition, actives largely listed as inhibitors. 0.2% of 360,000 active. AID 720542;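 further: potency means the concentration at half of the fitted maximal effect; 0% = vehicle wells and -100% = peptide control; nearly all actives have a fitted effect of over 45% in size; some results filed as inactive show a strong effect at the top dose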
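AMA1 (3D7) with his tag at 25 nM final met compounds first, then biotinylated RON2 peptide at 25 nM; detection used donor plus acceptor beads, 10 µg/mL apiece, read by AlphaScreen after 30 min at room temperature.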
Sm TGR block: inhibitors of Schistosoma mansoni thioredoxin glutathione reductase | Potency, µM (titrated, usually from 114 µM), inactives show top-dose activity change, negative = inhibition, most hits filed as inhibitors | Q962Y6 | 3% of 360,000 active | AID 485364 | purified TGR, DTNB reduction, TNB absorbance 405 nm; further: potency means the concentration at half of the fitted maximal effect; nearly all actives have a fitted effect of over 60% in size
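Kinetic colorimetric format: TGR-catalysed, NADPH-driven DTNB reduction monitored via TNB absorbance. Enzyme dispensed at 20 nM; compound exposure 15 min at room temperature before reaction start.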
FBPA Giardia inh: blocks Giardia fructose-bisphosphate aldolase activity | A8B2U2 | purified Giardia FBPA | Potency, µM (highest dose often 59.6 µM), without a hit: top-dose activity, negative = inhibition, most hits filed as inhibitors | 0.71% of 290,000 active | AID 2451; further: potency means the concentration at half of the fitted maximal effect; nearly all actives have a fitted effect of over 55% in size
Target sequence (A8B2U2 whole entry, looked up): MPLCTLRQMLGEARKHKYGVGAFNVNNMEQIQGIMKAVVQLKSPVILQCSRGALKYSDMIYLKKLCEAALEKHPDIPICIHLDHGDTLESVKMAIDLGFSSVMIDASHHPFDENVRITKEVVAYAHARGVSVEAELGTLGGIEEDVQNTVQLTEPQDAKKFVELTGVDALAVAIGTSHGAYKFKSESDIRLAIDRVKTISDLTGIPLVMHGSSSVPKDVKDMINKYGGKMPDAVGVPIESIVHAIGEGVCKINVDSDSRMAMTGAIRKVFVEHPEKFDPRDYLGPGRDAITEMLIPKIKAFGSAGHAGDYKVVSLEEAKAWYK
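40 nM FBPA preincubated 10 min at RT with compound (up to 57.5 uM final), then substrate plus GAPDH/TPI/NAD/arsenate coupling and diaphorase/resazurin added. Fluorescence read after 20 min at RT, 525/598 nm.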
HCV inh: blocks hepatitis C virus; AID 651820; Huh7.5.1 HCVcc-Cre infection, luciferase reporter, 44 h; Potency, µM (series often up to 41.8 µM), inactives show at the top dose activity change, negative = inhibition, usual class: inhibitors; 3.4% of 340,000 active; further: potency means the concentration at half of the fitted maximal effect
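1,000 cells/well; 4 h culture; + compound; + HCVcc-Cre (~0.5 moi); 44 h; luciferase substrate, RT 15 min; read 15 sec.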
Starred values were filed as active, the others as inactive; ? = inconclusive; · = not tested or not shown; & = joins results of further samples; [ ] = dose if it differs, or a comment. Unless noted, the call rests on the fitted dose curve; in most records, active means well fitted curve in the direction sought with a large enough effect; inconclusive means small, poorly fitted or top-dose-only effect, or another doubt; inactive means no such curve, though single readings can be large; an effect the other way counts as inactive or inconclusive. Unless noted, on the % scale 0 is the no-effect control and ±100 the full control effect.

The line under a structure holds: AmpC inh detg	HCMV inh	AMA1 RON2 block	Sm TGR block	FBPA Giardia inh	HCV inh
CCOc1cc(/C=C2\SC(=S)N(NS(=O)(=O)c3ccccc3)C2=O)ccc1O
→ 4.5%	49.9	-10.0%	-23.5%	-22.0%	17.5%
CCOc1ccc(C2C(C#N)=C(N)Oc3cc(O)ccc32)cc1OCC (centres undefined)
→ -12.8%	9.2	3.0%	7.1%	5.0%	?
CCC(CC)C(=O)c1c[nH]c(C(=O)N2CCN(c3ccc(OC)cc3)CC2)c1
→ ?	?	-8.1%	3.1%	1.3%	-1.3%
CCOC(=O)c1csc(NC(=O)CCSc2ccccc2)n1
→ -12.1%	-8.6	0.0%	-1.4%	-3.4%	?
COc1cc2oc3ccc(C#Cc4ccc(N)cc4)cc3c(=O)c2cc1OC
→ ·	64.5	-1.4%	·	·	12.6µM*
Cc1ccc(NC(=O)c2ccc(Nc3c([N+](=O)[O-])cc([N+](=O)[O-])cc3[N+](=O)[O-])cc2)cc1
→ ?	-93.6*	-15.9%	8.6%	?	10µM*
COc1ccc(C(C)=O)cc1CS(=O)(=O)CC(=O)O
→ ?	9.5	-2.8%	-33.1%	2.9%	-4.4%
C/C(=N\NC(=O)c1[nH]c2c([N+](=O)[O-])cc(C)cc2c1-c1ccccc1)c1cccnc1
→ -0.7%	-7.0	-9.0%	12.1%	·	?
CC(=O)c1ccc(Oc2cc(C)nc(NCc3ccccc3)n2)cc1
→ 0.4%	-33.5	1.7%	-1.8%	2.1%	12.6µM*
COC(=O)c1ccc(NC(=O)Cn2ccn3nc(-c4ccc(OC)cc4)cc3c2=O)cc1
→ 4.7%	42.6	·	6.3%	·	·

Compounds listed so far that have two or more sulfur atoms, in the order listed:
The line under a structure holds: AmpC inh detg	HCMV inh	AMA1 RON2 block	Sm TGR block	FBPA Giardia inh	HCV inh
CCOc1cc(/C=C2\SC(=S)N(NS(=O)(=O)c3ccccc3)C2=O)ccc1O
→ 4.5%	49.9	-10.0%	-23.5%	-22.0%	17.5%
CCOC(=O)c1csc(NC(=O)CCSc2ccccc2)n1
→ -12.1%	-8.6	0.0%	-1.4%	-3.4%	?

Going on with the list:
The line under a structure holds: AmpC inh detg	HCMV inh	AMA1 RON2 block	Sm TGR block	FBPA Giardia inh	HCV inh
Clc1ccccc1-c1nnc2sc(-c3ccncc3)nn12
→ -13.1%	-15.7	2.3%	4.1%	3.4%	-10.2%
COc1ccc(Cl)cc1Nc1cc(C)nc2nc(C)nn12
→ -6.5%	2.0	-2.7%	-12.9%	-0.8%	3.5%[8.37 µM]
COc1cc(C2/C(=C(\O)c3cc(C)ccc3C)C(=O)C(=O)N2CCN(C)C)ccc1O (centres undefined)
→ -0.8%	6.0	45.6%[activator]	?	-0.9%	18.7%
C/C(=N/NC(=O)CN1CCN(S(=O)(=O)c2ccc(C)cc2)CC1)c1ccco1
→ 5.4%	-28.9	110.4%[activator]	-2.7%	3.4%	1.1%
O=C(CSc1nc2ccsc2c(=O)n1-c1ccc(Br)cc1)NCc1ccccc1
→ 3.6%	-6.7	·	3.8%	·	·
O=C(CSc1ccccc1)N(c1ccc(Br)cc1)c1nccs1
→ -5.4%	-4.6	0.3%	-7.9%	-0.8%	-1.2%
Cc1cc(NC(=O)Nc2cc(F)ccc2F)no1
→ -8.3%	34.8	-8.9%	0.0%	6.2%	-9.0%
CC1CN(S(=O)(=O)c2cccc(C(=O)Nc3ccc(S(=O)(=O)NC4=NCCCCC4)cc3)c2)CC(C)O1 (centres undefined)
→ -0.8%	-32.1	-17.2%	0.6%	·	-20.7%
Cn1cc(Cl)c(C(=O)N2CCN(c3ncccn3)CC2)n1
→ -2.0%	67.5	10.5%	-0.3%	0.1%	5.9%
CCCN1C(=O)NC2(O)C(=O)c3ccccc3C12O (centres undefined)
→ ?	-0.1	2.5%	-4.4%	5.2%	-6.5%

Additional entries.
The line under a structure holds: AmpC inh detg	HCMV inh	AMA1 RON2 block	Sm TGR block	FBPA Giardia inh	HCV inh
CCOC(=O)CSc1nnc(-c2ccc(S(=O)(=O)N3CCC(C)CC3)cc2)o1
→ -6.5%	9.1	-5.5%	8.6%	1.0%	2.1%
Nc1nc(NCc2ccccc2Cl)n(-c2ccccc2)n1
→ ?	-9.4	0.6%	-25.3%	-6.9%	14.8%
CCOc1ccc(S(=O)(=O)Nc2ccc(Cl)cn2)c(C)c1C
→ -1.3%	12.2	-5.7%	1.8%	-2.4%	11.9%
COC(=O)c1cc(NC(=O)c2c(-c3c(Cl)cccc3Cl)noc2C)ccc1N1CCOCC1
→ 4.7%	18.8	9.0%	0.8%	-0.5%	-4.7%
Cc1ccc(C(C)NC(=O)c2ccco2)cc1C (centres undefined)
→ ?	-14.6	-0.5%	-14.1%	-4.7%	5.7%
CC(C)(C)Nc1c(N)c(=O)oc2ccccc12
→ ?	12.5	0.6%	-0.7%	-7.6%	15.4%
Cn1c(=O)c2[nH]c(C3CCCC3)nc2n(C)c1=O
→ ·	17.2	-21.8%	·	-3.6%&-6.4%	-23.8%
COc1cc2c(cc1OC)C(C)N(C(=O)c1c(-c3ccccc3)noc1C)CC2 (centres undefined)
→ 2.7%	47.5	-4.5%	7.2%	-1.2%	-7.5%
O=C(NCc1cccc(C(F)(F)F)c1)N1CCN(S(=O)(=O)c2ccccc2F)CC1
→ 1.6%	2.3	0.6%	3.7%	14.3%	-21.2%
Cc1nc(C)c(C(=O)Nc2cccc(C)c2C)s1
→ -2.4%	12.9	?	?	-1.7%	1.5%

More records follow.
The line under a structure holds: AmpC inh detg	HCMV inh	AMA1 RON2 block	Sm TGR block	FBPA Giardia inh	HCV inh
COc1ccc(-n2ncc3c(N4CCN(c5cc(C)ccc5C)CC4)ncnc32)cc1
→ -4.1%	73.4	0.0%	2.4%	0.8%	11.2%
Cc1ccccc1NC(=O)COc1ccccc1C
→ 1.2%	22.8	10.7%	-5.9%	4.7%	-15.6%
COc1ccc(NC2CCCN(C(=O)CCn3cccn3)C2)cc1 (centres undefined)
→ 0.6%	18.2	-5.9%	-12.2%	·	6.2%
CCc1ccc(-n2c(O)c(/C=N/NC(=O)c3ccncc3)c(=O)[nH]c2=O)cc1
→ 0.9%	23.9	25.6%[11.6 µM]	-29.8%	-10.6%	10.4%
CC(C)c1ccc(NC(=S)NNC(=O)c2cccs2)cc1
→ -10.1%	-25.0	86.7%[activator]	7.6%	14.4%	12.3%
COc1ccccc1Nc1nc2nonc2nc1N1CCC(C)CC1
→ 3.9%	-15.0	10.8%	4.8%	-0.4%	?
CCN(CC(=O)NCc1ccc(Cl)cc1)C(=O)CSc1cc(C)ccc1C
→ ?	-25.3	-20.3%	0.7%	·	?
Cc1ccc(S(=O)(=O)NC(=O)c2cccc(C)c2)cc1
→ 2.4%	-7.5	-13.3%	2.8%	·	17.7%
COc1cc(CN(C(=O)Nc2cccc(Cl)c2)c2ccccn2)cc(OC)c1OC
→ 0.3%	8.2	·	6.6%	·	·
COc1ccc(Cn2nnc3c(=O)[nH]c(C4CCN(S(=O)(=O)c5ccc(C)cc5)CC4)nc32)cc1
→ 5.9%	26.7	0.0%	5.7%	·	7.6%

(cont.)
The line under a structure holds: AmpC inh detg	HCMV inh	AMA1 RON2 block	Sm TGR block	FBPA Giardia inh	HCV inh
O=C(O)c1ccc(-n2c(/C=C/c3ccccc3)nc3ccccc3c2=O)cc1
→ -4.6%	-10.6	-6.4%	9.7%	-3.8%	1.4%
CCOc1cc(C=O)c(Br)cc1OC1CCCC1
→ 0.8%	-62.0*	10.6%	-1.4%	0.1%	-26.1%
CCC1=C(OC(=O)N(CC)CC)N2C(=O)OC(=NCCc3c[nH]c4ccccc34)[C@]2(Cc2ccccc2)[C@H]2C1=CC[C@H]1C(=O)N(CC)C(=O)[C@H]12
→ -5.7%	-6.9	-13.4%	0.0%	-9.0%&-5.3%	?
CC(C)(C)c1ccc(OCC(=O)N/N=C/c2ccsc2)cc1
→ 1.0%	-14.6	-2.7%	7.9%	-6.6%	13.8%
CC(=O)N1CCN=C1SCc1ccc(F)cc1
→ ?	-33.0	53.6%[activator]	-5.4%	1.5%	12.9%
Cc1ccc(C)c(NC(=O)Cn2cc(S(=O)(=O)N3CCCC3)c(S(=O)(=O)N3CCCC3)c2)c1
→ -3.0%	5.7	·	-10.5%	·	·
COc1ccccc1NC(=O)C1=C(C)Nc2nnnn2C1c1cc(Br)c(O)c(OC)c1 (centres undefined)
→ 21.5%	-8.1	·	-17.0%	·	·
COc1ccc(NC(=O)C2CCN(C(=O)c3sc4nc[nH]c(=O)c4c3C)CC2)c(OC)c1
→ 3.2%	36.0	·	7.9%	·	·
CCOC(=O)C1=NS(=O)(=O)NC(C)=C1
→ ·	8.3	-8.8%	·	·	44.8%[activator]
COCCCN1C(=O)C(=O)/C(=C(/O)c2ccc(S(=O)(=O)N3CCCCC3)cc2)C1c1cccc(OC)c1 (centres undefined)
→ -11.5%	-26.4	7.0%	5.8%	0.9%	2.0%

(more compounds)
The line under a structure holds: AmpC inh detg	HCMV inh	AMA1 RON2 block	Sm TGR block	FBPA Giardia inh	HCV inh
CSc1nn(Cc2cccc(Cl)c2)c(N(C(C)=O)C(C)=O)c1S(=O)(=O)c1ccccc1
→ 2.9%	-19.3	·	-22.5%	·	·
CCCCCc1ccc(-c2cn(CC3CCCCC3)nn2)cc1
→ 8.3%	?	4.0%	6.1%	-1.1%	4.5%
CCC1=NN(C(=O)C(=O)Nc2ccc(Br)cc2)C(O)(C(F)(F)F)C1 (centres undefined)
→ ?	27.5	71.0%[activator]	-3.9%	1.0%	13.5%
COc1ccc(NC(=O)CN(C)C(=O)CNC(=O)c2ccc(C)s2)cc1
→ 0.0%	17.7	12.8%	-3.8%	·	-6.1%
Cc1cc(=O)oc2cc(NC(=O)c3cccc(F)c3)ccc12
→ -1.9%	48.0	25.5%	1.3%	5.7%	-24.3%
CCOC(=O)C1CCN(S(=O)(=O)c2ccc3oc(=O)ccc3c2)CC1
→ 0.2%	-8.4	-20.2%	-0.3%	·	7.9%
CCCCC(=O)NC(c1ccc(N(C)C)cc1)c1ccc2cccnc2c1O (centres undefined)
→ -12.6%	-102.2*	-81.3%	-22.7%	2.0%	3.98µM*
CC(C)c1onc(C(=O)NCc2cccs2)c1[N+](=O)[O-]
→ -7.2%	-68.0*	-10.1%	?	0.5%	11.8%
Cc1ccc(C)c(-n2cc[nH]c2=S)c1
→ -2.4%	22.6	-3.5%[2.32 µM]	0.7%	-20.0%	5.1%
CC(NC(=O)CN(C)S(=O)(=O)c1cccc2nsnc12)c1ccccc1 (centres undefined)
→ 2.6%	-36.8	2.4%	-0.3%	4.7%	-1.1%

Reformatted tab-delimited: part of the list above
Molecule	AmpC inh detg	HCMV inh	AMA1 RON2 block	Sm TGR block	FBPA Giardia inh	HCV inh
CCOC(=O)c1csc(NC(=O)CCSc2ccccc2)n1	-12.1%	-8.6	0.0%	-1.4%	-3.4%	?
CC(C)c1onc(C(=O)NCc2cccs2)c1[N+](=O)[O-]	-7.2%	-68.0*	-10.1%	?	0.5%	11.8%
CCOc1cc(C=O)c(Br)cc1OC1CCCC1	0.8%	-62.0*	10.6%	-1.4%	0.1%	-26.1%
COCCCN1C(=O)C(=O)/C(=C(/O)c2ccc(S(=O)(=O)N3CCCCC3)cc2)C1c1cccc(OC)c1 (centres undefined)	-11.5%	-26.4	7.0%	5.8%	0.9%	2.0%
